From PubChem
MC4R antag cAMP = antagonists of human melanocortin 4 receptor (MC4R). 360,000 tested, 0.48% active. AID 540295. MC4R-expressing cells, MTII-stimulated cAMP, LANCE TR-FRET. P32245. inhibition, % at 6.5 µM;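 active means inhibition above its plate's cutoff, the mean of tested wells on that plate plus 3 SD, cut at about 29% in these data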;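 further: 0% = Melanotan II alone and 100% = Melanotan II plus saturating MCL0020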
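material = U2OS cells stably expressing human melanocortin 4 receptor (MC4R) | also added = Melanotan II challenge | dosing = single nominal compound dose of 6.5 µM | detection = TR-FRET with Eu-cAMP and labeled anti-cAMP, 671 nm | replication = singlicate | timing = compound 30 min, challenge 1 h, detection 1 h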
TLR9-MyD88 block = TLR9-MyD88 interaction inhibition; 340,000 tested, 0.21% active; inhibition, % at 4.98 µM; CHO BLA complementation TLR9-MyD88, CCF4 FRET ratio; Q9NR96+Q99836; AID 504734;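 active means inhibition above the mean over all tested compounds plus 3 SD, cut at about 21% in these data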;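 further: 0% = DMSO only wells and 100% = clavulanate BLA inhibitor control wells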
ABCB6 inh MLPCN = human ABCB6 transporter inhibition. Q9NP58. AID 602162. 360,000 tested, 0.19% active. fluorescence ratio to DMSO, % at 10 µM. K562-ABCB6 porphyrin accumulation, flow cytometry, 1 h; active compounds read low;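 active means fluorescence ratio to DMSO below 75%, the collection mean minus 3 SD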;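 further: signal is porphyrin accumulated inside mitochondria; 100% equals median channel fluorescence of DMSO control wells; lower ratio means ABCB6 inhibition with less porphyrin fluorescence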
SRC2 inh = inhibits human steroid receptor coactivator 2 | Q15596 | HEK293 GAL4-SRC2 luciferase reporter, luminescence | inhibition, % at 9 µM | 370,000 tested, 0.17% active | AID 651957;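 active means inhibition above the mean inhibition of all tested compounds plus 3 SD, set per campaign, cut at about 52% in these data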;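 further: 0% = DMSO treated cells and 100% = cells given Gossypol at 36 µM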
N-glyco inh = blocks N-linked glycosylation in D54 reporter cells. 360,000 tested, 0.23% active. D54 ERlucT glycosylation luciferase reporter, 24 h; percent of 100 nM tunicamycin response. AID 588692. reporter increase, % at 12.5 µM;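 active means mean luciferase reporter signal, scaled so untreated is 0 and the glycosylation-blocking control 100, at or above a set limit in every replicate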;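 further: luciferase carries N-glycosylation sites so blocking glycosylation raises the light; 0% = median of neutral control wells and 100% = median of 100 nM tunicamycin wells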
ABHD5 PLIN5 PPI = inhibitors of human ABHD5-perilipin-5 interaction. Q00G26+Q8WTS1. inhibition, % at 4 µM. 360,000 tested, 0.78% active. Split G. princeps luciferase complementation, luminescence, 4 h;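 active means inhibition above the mean inhibition across every tested compound plus 3 SD, cut at about 22% in these data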;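 further: 0% = DMSO only wells and the 100% control is not disclosed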
Target sequence (Q00G26 whole entry, looked up): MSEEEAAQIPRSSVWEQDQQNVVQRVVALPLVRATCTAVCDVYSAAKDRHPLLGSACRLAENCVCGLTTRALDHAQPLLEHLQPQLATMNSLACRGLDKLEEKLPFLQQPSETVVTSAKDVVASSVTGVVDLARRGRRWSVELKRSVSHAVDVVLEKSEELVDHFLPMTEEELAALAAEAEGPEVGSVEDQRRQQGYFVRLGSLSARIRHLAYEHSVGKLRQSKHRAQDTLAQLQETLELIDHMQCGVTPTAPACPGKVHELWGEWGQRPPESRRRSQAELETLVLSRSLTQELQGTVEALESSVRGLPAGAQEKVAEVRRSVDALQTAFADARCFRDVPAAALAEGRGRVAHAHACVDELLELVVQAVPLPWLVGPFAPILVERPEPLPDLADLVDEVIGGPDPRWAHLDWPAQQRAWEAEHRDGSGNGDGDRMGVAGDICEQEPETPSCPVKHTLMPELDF
Target sequence (Q8WTS1 whole entry, looked up): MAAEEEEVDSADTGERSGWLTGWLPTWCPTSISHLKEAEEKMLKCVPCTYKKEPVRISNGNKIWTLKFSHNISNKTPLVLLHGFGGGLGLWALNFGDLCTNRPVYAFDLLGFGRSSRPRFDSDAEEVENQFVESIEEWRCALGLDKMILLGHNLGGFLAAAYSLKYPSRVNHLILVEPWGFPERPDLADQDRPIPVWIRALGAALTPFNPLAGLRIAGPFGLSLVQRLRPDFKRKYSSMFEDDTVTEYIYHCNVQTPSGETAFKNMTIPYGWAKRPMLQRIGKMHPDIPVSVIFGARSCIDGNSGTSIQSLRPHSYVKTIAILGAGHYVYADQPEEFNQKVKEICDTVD
NOD2-RIPK2 inh = inhibitors of human NOD2-RIPK2 interaction. CHO BLA complementation NOD2-RIPK2, CCF4 ratio. AID 624267. O43353. 360,000 tested, 0.38% active. inhibition, % at 4.98 µM; in the data active means inhibition above about 21%;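 further: 0% = vehicle only and 100% = reference blocker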
MC4R ag barr = activates human MC4R beta-arrestin recruitment. AID 540308. U2OS MC4R beta-arrestin complementation, luminescence; percent of melanotan II response, DMSO zero. activation, % at 8.9 µM. 360,000 tested, 0.98% active. P32245;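 active means activation above a per-plate cutoff, the mean activation of sample wells on that plate plus 3 SD, cut at about 8% in these data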
HTR2A ag = agonists of mouse serotonin 5-HT2A receptor (HTR2A); activation, % at 7.6 µM; 360,000 tested, 0.66% active; P35363; CHO-K1 mHTR2A beta-arrestin complementation, luminescence; percent of 30 µM serotonin response;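 active means activation above a run cutoff, the mean activation of all tested compounds plus 3 SD, cut at about 14% in these data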;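 further: 0% = plate median of compound wells and 100% = 30 µM serotonin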
H9c2 protect = protects H9c2 cardiomyocytes from peroxide injury; H2O2 injury protection, ATPLite, 2 h; protection from H2O2 cell death, % at 20 µM; 360,000 tested, 0.63% active;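 active means compounds giving at least 50% protection of heart cells from peroxide-induced death in the single-dose screen, raw or plate-pattern-corrected value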;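 further: 0% = DMSO wells with peroxide and 100% = DMSO wells without peroxide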
An asterisk follows results filed as active; . = no result given.

SMILES | MC4R antag cAMP | TLR9-MyD88 block | ABCB6 inh MLPCN | SRC2 inh | N-glyco inh | ABHD5 PLIN5 PPI | NOD2-RIPK2 inh | MC4R ag barr | HTR2A ag | H9c2 protect
c1csc(Cn2nnnc2CN2CCN(c3nc4ccccc4s3)CC2)c1 | 3 | -7 | 88 | 16 | -1 | 0 | 10 | -1.2 | 3 | -1
CCCCC1=CC2=C(c3ccco3)C(=O)C(C)(OC(=O)c3ccc(OC)cc3)C(=O)C2=CN1c1ccc(OC)cc1 (stereo not given) | 16 | 11 | 109 | 4 | -2 | 2 | 8 | -1.1 | 0 | 17
COCCNC(=O)c1ccc2c(=O)n(Cc3ccco3)c(SCC(=O)Nc3ccc(OC)cc3OC)nc2c1 | 5 | -3 | 92 | -11 | -6 | 7 | 2 | -2.1 | -5 | 2
COc1ccc(/C=N/NC(=O)Cc2csc(Nc3cccc(C(F)(F)F)c3)n2)c(OC)c1 | 7 | 0 | 109 | -2 | 1 | -1 | -3 | -2.3 | 4 | -37
CC(=O)OC(C(=O)NCc1ccc(F)cc1)c1ccccn1 (stereo not given) | 1 | 5 | 103 | -2 | 0 | -5 | -7 | -1.6 | 3 | 4
CC(=O)n1c(=O)c2ccccc2c(=O)n1-c1ccccc1 | -1 | 2 | 101 | -21 | 0 | 5 | -20 | -1.3 | -1 | 9
C/C(=N\N1CCN(c2ccc(Cl)cc2)CC1)c1cccc([N+](=O)[O-])c1 | 15 | 11 | 96 | 4 | 0 | -4 | 4 | 0.5 | 4 | -5
CCC(c1nnnn1CS(=O)(=O)c1ccc(C)cc1)N1CCN(c2nc3ccccc3s2)CC1 (stereo not given) | 19 | -1 | 98 | -11 | -3 | -5 | -6 | 5.5 | 2 | 0
COc1ccc(C2C(C#N)=C(N)OC3=C2C(=O)CCC3)cc1OC (stereo not given) | 13 | -8 | 101 | 13 | 2 | -1 | -2 | -2.0 | -1 | 6
Cn1c(=O)cc(OCC(=O)NCc2ccccn2)c2ccccc21 | 0 | -5 | 91 | 5 | 6 | 73* | 16 | -1.5 | -3 | 24
Cn1c(=O)oc2cc(S(=O)(=O)N3CCCC(C(=O)NCc4ccc5c(c4)OCO5)C3)ccc21 (stereo not given) | 4 | -4 | 104 | 1 | 0 | 2 | 3 | 0.7 | 5 | -9
COc1ccc(-c2nc3c(n2O)CCCC3=O)cc1OC | 14 | -2 | 98 | 25 | 0 | 2 | -6 | -0.2 | 0 | -1
NS(=O)(=O)c1ccc(Nc2ccccc2)c([N+](=O)[O-])c1 | -1 | 7 | 98 | -23 | 0 | 14 | -5 | 0.1 | 0 | -3
Cc1ccc2cccnc2c1N | -4 | 7 | 88 | -3 | 5 | -7 | 5 | -1.6 | 0 | -10
CC1=CCC(C(=O)N/N=C/c2cccs2)C(c2ccc(F)cc2)C1 (stereo not given) | 3 | -5 | 100 | -41 | 0 | -8 | 1 | 4.7 | -3 | -8
Cc1nc2c(ncn2-c2ccccc2)c(=O)n1NC(=O)CN1CCN(C)CC1 | 10 | -9 | 103 | -16 | -2 | -1 | -7 | -1.6 | 1 | 3
CC(c1ccccc1)N1CCC(CNC(=S)Nc2cccc(Cl)c2)C1 (stereo not given) | 0 | -5 | 96 | -15 | -4 | 20 | 7 | 7.0 | -5 | 2
CC(C)(C)n1ncc2c(=O)n(CC(=O)N3CCCCCC3)cnc21 | 9 | -3 | 106 | -29 | 0 | -2 | -22 | -0.2 | 0 | 2
Cc1ccc(NC(=O)CN2C(=O)COc3ccc(C)cc32)nc1 | 8 | -2 | 97 | -34 | 0 | -1 | 9 | -0.7 | 9 | -1
OC(c1ccccc1)(c1nc(-c2csc3ccccc23)cs1)C(F)(F)F (stereo not given) | 3 | . | 99 | 17 | 2 | -6 | 2 | 0.1 | -6 | -18
COc1cc2ccccc2cc1C(=O)Nc1ccc(Cc2ccncc2)cc1 | -1 | -2 | 92 | -14 | 1 | 16 | 9 | -2.7 | -3 | -8
Cc1cc(=O)[nH]c(-n2[nH]c3c(c2=O)CCCC3)n1 | -3 | -3 | 100 | -5 | 2 | -1 | 3 | -1.3 | 0 | -3
O=[N+]([O-])c1ccc(O)c(C=Nc2ccc3c(c2)OCO3)c1 | 2 | -3 | 99 | -21 | 0 | 3 | -5 | -1.9 | -4 | 0
CCCCCC(=O)Nc1c(-c2cccs2)c(=O)c2ccccc2n1C | -4 | -8 | 95 | 6 | 1 | 2 | 5 | -1.1 | 6 | 8
COc1ccc(NS(=O)(=O)c2cccc(C(=O)Nc3ccccc3C(=O)O)c2)cc1 | 2 | 6 | 97 | 23 | 1 | 0 | -10 | 0.1 | 5 | 6
CNCC(=O)N1CCN(c2ncc(C(F)(F)F)cc2Cl)CC1 | -5 | 8 | 101 | 5 | 1 | -1 | -4 | -0.1 | 1 | 19
COc1cccc(-c2ncc3ccccn23)c1 | 3 | -1 | 112 | -36 | -2 | 0 | 1 | -0.9 | 0 | -3
CC(=O)OCC(=O)C1=CCC2C3CCC4=CC(=O)C=CC4(C)C3(F)C(OC(C)=O)CC12C (stereo not given) | 12 | -3 | 102 | -1 | 2 | 1 | -12 | -1.4 | 4 | 3
Cc1onc(-c2ccccc2)c1C(=O)NC(C)c1ccccc1 (stereo not given) | -2 | 5 | 101 | -19 | 1 | 4 | -1 | 0.4 | 3 | -1
CC(C)(C)C1CCc2[nH]nc(C(=O)O)c2C1 (stereo not given) | 15 | -5 | 97 | 16 | 2 | 5 | -2 | 2.1 | 8 | 5

Whole records, quoted from the list.
Cc1ccc(NC(=O)CN2C(=O)COc3ccc(C)cc32)nc1 in the list: MC4R antag cAMP = 8; TLR9-MyD88 block = -2; ABCB6 inh MLPCN = 97; SRC2 inh = -34; N-glyco inh = 0; ABHD5 PLIN5 PPI = -1; NOD2-RIPK2 inh = 9; MC4R ag barr = -0.7; HTR2A ag = 9; H9c2 protect = -1
OC(c1ccccc1)(c1nc(-c2csc3ccccc23)cs1)C(F)(F)F (stereo not given) in the list: MC4R antag cAMP = 3; TLR9-MyD88 block = .; ABCB6 inh MLPCN = 99; SRC2 inh = 17; N-glyco inh = 2; ABHD5 PLIN5 PPI = -6; NOD2-RIPK2 inh = 2; MC4R ag barr = 0.1; HTR2A ag = -6; H9c2 protect = -18
COc1cc2ccccc2cc1C(=O)Nc1ccc(Cc2ccncc2)cc1 in the list: MC4R antag cAMP = -1; TLR9-MyD88 block = -2; ABCB6 inh MLPCN = 92; SRC2 inh = -14; N-glyco inh = 1; ABHD5 PLIN5 PPI = 16; NOD2-RIPK2 inh = 9; MC4R ag barr = -2.7; HTR2A ag = -3; H9c2 protect = -8

Taken from above for reference:
SMILES | MC4R antag cAMP | TLR9-MyD88 block | ABCB6 inh MLPCN | SRC2 inh | N-glyco inh | ABHD5 PLIN5 PPI | NOD2-RIPK2 inh | MC4R ag barr | HTR2A ag | H9c2 protect
Cc1onc(-c2ccccc2)c1C(=O)NC(C)c1ccccc1 (stereo not given) | -2 | 5 | 101 | -19 | 1 | 4 | -1 | 0.4 | 3 | -1
CC(C)(C)C1CCc2[nH]nc(C(=O)O)c2C1 (stereo not given) | 15 | -5 | 97 | 16 | 2 | 5 | -2 | 2.1 | 8 | 5

(listing goes on)
SMILES | MC4R antag cAMP | TLR9-MyD88 block | ABCB6 inh MLPCN | SRC2 inh | N-glyco inh | ABHD5 PLIN5 PPI | NOD2-RIPK2 inh | MC4R ag barr | HTR2A ag | H9c2 protect
O=C(CSc1n[nH]c(-c2ccccc2Cl)n1)NCc1cccc(C(=O)O)c1 | 9 | -3 | 94 | -10 | 2 | 3 | -6 | -0.2 | 4 | -3
NNC(=O)CSc1cccc2cccnc12 | 19 | -5 | 99 | 4 | 4 | 2 | 1 | -3.2 | 4 | 4
CCNc1nc(-c2cc3ccccc3o2)cs1 | -1 | 3 | 100 | -58 | -14 | -23 | 3 | -1.1 | -1 | -5
N#CCCN1CCN(S(=O)(=O)c2ccc(S(=O)(=O)NC3CCCCC3)cc2)CC1 | 7 | -24 | 96 | 1 | -3 | -5 | -1 | -0.3 | 1 | 6
CCOc1ccc(S(=O)(=O)N2CCN=C2c2ccccc2)c(C)c1C | 6 | -8 | 103 | 21 | -2 | -8 | -7 | -2.5 | -5 | 0
CCc1ccc(/C=C2\SC(=S)N(CCCC(=O)NCCCN3CCOCC3)C2=O)cc1 | 4 | -10 | 101 | 89* | -6 | 2 | -13 | 3.3 | 8 | -13
Cc1nc2c(cc1NC(=O)C(C)(C)C)nc(C)n2Cc1ccccc1 | 12 | -9 | 103 | 7 | 3 | 8 | 1 | -1.2 | 20* | 0
O=C(O)c1ccc2c(c1)C(=O)/C(=C/c1ccccc1)C2=O | 8 | -3 | 100 | 16 | 1 | -14 | 7 | -1.8 | -2 | 1
O=C(c1cccc(S(=O)(=O)N2CCOCC2)c1)N1CCC(Cc2ccccc2)CC1 | 8 | -3 | 99 | -16 | 0 | -4 | -2 | -0.1 | -3 | -8
O=c1[nH]c(NCCCO)nc2c1C1(CCCC1)Cc1ccccc1-2 | 11 | 4 | 97 | 4 | 5 | -5 | -8 | 0.2 | -1 | -7
Cc1cc(C(=O)NNc2c(Cl)cccc2Cl)no1 | 3 | -4 | 96 | -4 | 0 | 2 | -3 | -1.0 | -3 | -2
CC(=O)NC(c1cccc(F)c1)c1nc(/C=C/c2ccccc2)cs1 (stereo not given) | 2 | . | 107 | 11 | -3 | -9 | -7 | -0.7 | -4 | 3
O=c1cc(C(F)(F)F)[nH]c2ccc(C(F)(F)F)cc12 | 14 | -9 | 103 | -5 | -8 | -4 | 12 | 7.0 | 26* | -29
CC1=CC(C)(C)N(C(=O)C(C)N2C(=O)c3ccccc3C2=O)c2ccc(C)cc21 (stereo not given) | 5 | 2 | 98 | -13 | -3 | 1 | -3 | -1.2 | -3 | 10
CC(C)NC(=O)c1onc(CSc2nc3ccccc3[nH]2)c1C(=O)NC(C)C | 10 | 1 | 99 | -16 | 2 | -14 | 1 | 3.1 | -10 | 5
Cc1ccc(NC(=O)N(O)C2CCCCC2C#N)cc1 (stereo not given) | 5 | 2 | 86 | -41 | 2 | 1 | -3 | -1.7 | 0 | 4
CSc1ccc(NS(=O)(=O)c2ccc(-n3cnnn3)cc2)cc1 | 1 | 7 | 94 | 26 | -1 | -3 | -3 | -0.8 | 7 | -9
CCOc1ccc(Oc2ccccc2NC(=O)CSCC(=O)Nc2cc(C)on2)cc1 | 4 | 0 | 97 | 13 | -3 | 4 | 7 | -2.3 | 0 | -18

These rows are one share of the data; the hit share may differ from the screen's.
